Tau fluor counter: counter-screen for tau fibril formation inhibitors; tau K18 P301L Alexa594 fluorescence, heparin fibrillization; Potency, µM (top dose mostly 57.7 µM), for inactives: at the top dose activity change, negative = decrease; hit rate 0.93% among 280,000; also: % is scaled to controls: 0 for no effect and ±100 for the full control effect; nearly all actives have a fitted effect of over 55% in size
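Human K18 P301L tau (15 uM unlabeled plus 0.24 uM Alexa 594-labeled, final) in 100 mM sodium acetate pH 7 was mixed with compound and 20 uM heparin and incubated 6 hr at 37 C.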
SMN2 splice up: enhancers of SMN2 splice variant expression. AID 1458. Potency, µM (top dose mostly 46.1 µM), without a hit: at the highest dose activity change, positive = activation, hits mostly activators. hit rate 2.8% among 210,000. HEK293 SMN2-luciferase splicing reporter, luminescence, 30-36 h; also: % of control where 0% means no effect; nearly all actives have a fitted effect of over 55% in size
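HEK293 cells carry an SMN2 minigene-luciferase reporter in which exon 7 inclusion puts luciferase in frame. Cells were seeded at 2000 cells/well, attached for 10-12 hours, then exposed to compounds for 30-36 hours at 37C before ONE-Glo luminescence.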
ALDH1A1 inh: ALDH1A1 (human) enzyme inhibition; P00352; Purified ALDH1A1, NADH fluorescence, propionaldehyde substrate; Potency, µM (highest dose often 75.3 µM), without a hit: top-dose activity, negative = inhibition, actives largely listed as inhibitors; hit rate 7.3% among 220,000; AID 1030; active = well fitted inhibition curve with a large enough effect, not every such curve was filed as active; inconclusive = small, poorly fitted or top-dose-only effect, or another doubt; inactive = no such curve, though single readings can be large or run the other way;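 also: plate controls were no enzyme wells and a reference inhibitor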
Target sequence (P00352 whole entry, looked up): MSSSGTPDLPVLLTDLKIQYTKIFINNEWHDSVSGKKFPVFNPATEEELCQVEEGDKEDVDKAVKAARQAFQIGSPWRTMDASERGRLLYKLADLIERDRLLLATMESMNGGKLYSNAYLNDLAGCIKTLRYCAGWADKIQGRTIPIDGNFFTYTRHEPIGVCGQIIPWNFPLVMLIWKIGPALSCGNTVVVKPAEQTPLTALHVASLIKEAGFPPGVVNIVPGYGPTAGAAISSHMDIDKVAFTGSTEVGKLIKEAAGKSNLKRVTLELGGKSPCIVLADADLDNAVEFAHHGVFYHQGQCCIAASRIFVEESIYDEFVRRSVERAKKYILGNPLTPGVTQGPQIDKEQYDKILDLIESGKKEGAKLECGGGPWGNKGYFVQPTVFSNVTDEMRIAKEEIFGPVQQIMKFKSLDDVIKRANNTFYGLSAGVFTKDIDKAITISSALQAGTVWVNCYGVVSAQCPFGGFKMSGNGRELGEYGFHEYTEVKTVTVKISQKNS
Tau ThT inhib: blocks human tau fibril formation measured by thioflavin T | P10636 | recombinant tau K18 P301L (four-repeat tau fragment), heparin-induced fibrillization, ThT fluorescence | Potency, µM (doses to about 57.4 µM), for the others: at the top dose activity, negative = inhibition, hits mostly inhibitors | hit rate 2.1% among 270,000; also: % is scaled to controls: 0 for no effect and ±100 for the full control effect; nearly all actives have a fitted effect of over 55% in size
Target sequence (P10636 561-689 P618L limits assumed): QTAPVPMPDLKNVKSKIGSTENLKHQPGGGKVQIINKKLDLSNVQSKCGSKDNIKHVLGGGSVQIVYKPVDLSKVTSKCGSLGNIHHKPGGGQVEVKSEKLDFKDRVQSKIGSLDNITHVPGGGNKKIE
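Tau K18 P301L fragment (15 uM unlabeled plus 0.24 uM Alexa 594-labeled) in 100 mM sodium acetate pH 7 with compound, fibrillization induced by 20 uM heparin for 6 hr at 37 C. Thioflavin T (30 uM) added, fluorescence read after 1 hr (ex 450, em 510 nm).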
Tau FP inhib: blocks human tau fibril formation measured by polarization. Potency, µM (series often up to 57.7 µM), without a hit: at the highest dose activity, negative = inhibition, most hits filed as inhibitors. P10636. AID 1468. hit rate 0.39% among 280,000. K18 P301L tau heparin fibrillization, Alexa594 FP, 6 h; also: % is scaled to controls: 0 for no effect and ±100 for the full control effect; nearly all actives have a fitted effect of over 55% in size
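Compound effects on tau fibrillization are measured by Alexa 594 fluorescence polarization (ex 555, em 632 nm). K18 P301L tau is used at 15 uM with 0.24 uM labeled tracer, and 20 uM heparin induces aggregation over 6 hr at 37 C.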
KDM4E inh: JMJD2E (human) inhibition. hit rate 1.6% among 230,000. AID 2147. B2RXH2. JMJD2E catalytic domain, FDH-coupled NADH fluorescence (FDH is formaldehyde dehydrogenase). Potency, µM (titrated, usually from 57.1 µM), inactives show at the top dose activity change, negative = inhibition, most hits filed as inhibitors; active = well fitted inhibition curve with a large enough effect, not every such curve was filed as active; inconclusive = small, poorly fitted or top-dose-only effect, or another doubt; inactive = no such curve, though single readings can be large or run the other way;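 also: 0% = wells with enzyme and -100% = buffer wells without enzyme; nearly all actives have a fitted effect of over 50% in size; many of its hits are not listed in these tables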
Target sequence (B2RXH2 1-337 limits assumed): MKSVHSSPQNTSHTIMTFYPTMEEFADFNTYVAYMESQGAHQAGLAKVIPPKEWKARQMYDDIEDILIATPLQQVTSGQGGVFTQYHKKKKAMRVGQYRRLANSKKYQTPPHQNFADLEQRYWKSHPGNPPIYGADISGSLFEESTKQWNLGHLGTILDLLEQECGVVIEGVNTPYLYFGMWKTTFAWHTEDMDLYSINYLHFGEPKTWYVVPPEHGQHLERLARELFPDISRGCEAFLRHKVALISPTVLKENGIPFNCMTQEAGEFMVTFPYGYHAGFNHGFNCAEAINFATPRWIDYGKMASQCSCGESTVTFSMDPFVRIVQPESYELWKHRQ
HttQ103 aggreg: mutant huntingtin aggregation inhibition; PC12 HttQ103-GFP aggregates, Acumen cytometry, 40 h; Potency, µM (top dose mostly 46.1 µM), for inactives: at the top dose activity change, negative = inhibition, usual class: inhibitors; hit rate 1.1% among 220,000; AID 1688; also: % is scaled to controls: 0 for no effect and ±100 for the full control effect; nearly all actives have a fitted effect of over 60% in size
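PC12/HTTQ103-GFP, ecdysone-inducible; teb 100 nM; cpd qHTS titration; GFP aggregates read on laser cytometer, Ex 488/Em 500-530 nm.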
HTT ATP protect: cytoprotection in Huntington HTT-Q103 PC12 cell model; PC12 HTT-Q103 induced, cytoprotection, ATP luminescence, 40 h; Potency, µM (series often up to 56.4 µM), without a hit: cytoprotection (ATP increase), most hits filed as activators; hit rate 0.14% among 230,000;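 also: % of control where 0% means no effect; nearly all actives have a fitted effect of over 45% in size; toxic huntingtin expression switched on by the ecdysone agonist tebufenozide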
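Compounds added alongside 100 nM tebufenozide, which induces toxic Q103 huntingtin exon 1-GFP in stable PC12 cells; surviving cells quantified by luminescent ATP measurement. Medium: phenol red-free DMEM, 5% equine and 5% calf serum.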
Active calls of the source: *; ? = inconclusive; . = no result given; [ ] = dose if it differs, or a comment. Unless noted, calls follow the shape of the dose curve; as a rule, active = well fitted curve in the direction sought with a large enough effect; inconclusive = small, poorly fitted or top-dose-only effect, or another doubt; inactive = no such curve, though single readings can be large; an effect the other way counts as inactive or inconclusive. Potency is read from the fitted curve at half-maximal effect. The list is partial; rates above refer to the full screens.

SMILES	Tau fluor counter	SMN2 splice up	ALDH1A1 inh	Tau ThT inhib	Tau FP inhib	KDM4E inh	HttQ103 aggreg	HTT ATP protect
CCN(CC)CCNCc1nc2ccccc2c(=O)n1-c1ccc(F)cc1	-6%	5%	0%	-13%	-9%	-6%	10%	.
O=C(c1ccc(CNS(=O)(=O)c2ccccc2)cc1)N1CCC2(CC1)OCCO2	-14%	-38%[inhibitor]	8.9µM*	?	3%	-7%	?	-38%
Nc1ccccc1C(=O)OCc1ccc([N+](=O)[O-])cc1	-15%	18%	5%	-13%	-2%	9%	-4%	-21%
O=c1c2ccc(Cl)cc2[nH]c(=S)n1-c1cccnc1	0%	1%	?	-3%	4%	-5%	6%	5%[10 µM]
Cc1nn(C)c(C)c1-c1cccc2c1CCC(N(C)C)C2 (configuration not stated)	-9%	.	-15%	-10%	-6%	.	.	-20%
CC12CC(c3ccccc3O1)C(C(=O)OCc1ccccc1)C(=O)N2 (configuration not stated)	3%	-4%	1%	5%	9%	-5%	-8%	-16%[10 µM]
CCOP(=O)(OCC)C(NC(=O)c1cccc2ccccc12)C(Cl)(Cl)Cl (configuration not stated)	5%	-1%	?	6%	7%	-1%	30%	-6%[1.9 µM]
Fc1cccc(F)c1CN1CCN(Cc2c(F)cccc2F)CC1	-5%	-9%	4%	-9%	-1%	9%	3%	-2%
Cc1oc(-c2ccccc2F)nc1CS(=O)CC(=O)N1CCC2(CC1)OCCO2 (configuration not stated)	5%	7%	-6%	-10%	9%	-11%	1%	6%
O=C1NC(=O)N(Cc2ccc(F)cc2)C(=O)/C1=C\c1ccc(N2CCCC2)cc1	29%	.	0.25µM*	25µM*	-5%	-26%	-8%[9.22 µM]	-20%[10 µM]
CCOC(=O)C1(CCc2ccccc2)CCN(Cc2cccc3cnccc23)CC1	-4%	.	?	-17%	2%	-3%	-21%[9.22 µM]	12%[10 µM]
C=CCOC(=O)COc1cc(C)cc2oc(=O)c3c(c12)CCC3	-8%	-1%	?	-11%	-11%	?	6%	9%
O=C(c1ccc(N2CCCCC2)c([N+](=O)[O-])c1)N1CCC2(CC1)OCCO2	-7%	-43%[inhibitor]	?	-4%	8%	-9%	-5%	-44%[inhibitor]
C=COCCn1c(C)c(C(=O)OCC)c2cc(O)ccc21	-15%	-28%	-1%	-15%	11%	-2%	12%	5%[10 µM]
ON1C2CCCCC2N(O)C1c1ccccc1F (configuration not stated)	-9%	.	-4%	-8%	-7%	?	-15%	-12%
C=CCn1c(O)c(C=NCCCOc2ccc(CC)cc2)c(=O)[nH]c1=S	1%	-7%	2%	-16%	-14%	3%	-32%	-6%[1.9 µM]
C=C(C)C1Cc2c(ccc3c2OC2COc4cc(OC)c(OC)cc4C2C3=O)O1 (configuration not stated)	-27%	-101%[inhibitor]	?	?	11%	?	.	.
CC(Cc1cccs1)NCc1ccccc1 (configuration not stated)	2%	-2%	5%	-2%	-8%	0%	3%	4%[10 µM]
Cc1cccc(-n2c(-c3ccco3)nc3ccccc3c2=O)n1	8%	3%	-11%	8%	3%	-4%	0%	-7%
Cc1cccc(NP(=O)(Oc2ccccc2F)Oc2ccccc2F)c1	?	-7%[1.84 µM]	1%	-5%	1%	1%	-10%	11%[10 µM]
CN(C)CP(=O)(O)CN(C)C=O	-2%	-2%	12%	-4%	-6%	6%	10%	3%[0.074 µM]
CC[C@@H](CO)NC(=O)[C@@H]1C=C2c3cccc4[nH]cc(c34)C[C@H]2N(C)C1	3%	?	3.5µM*	?	-7%	.	-8%	-89%[inhibitor]
COc1ccc(CCn2c(O)c(/C=N/NC(=O)c3ccncc3)c(=O)[nH]c2=O)cc1OC	-9%	7%	?	?	4%	10µM*	-8%	-39%[10 µM]
Cc1cc(/C=C2\C(=O)NC(=O)N(c3ccc(Cl)cc3)C2=O)c(C)n1-c1sc2c(c1C#N)CCCC2	-14%	-34%[inhibitor]	0.25µM*	?	-10%	-5%	?	3%[10 µM]
CCC(C)n1c(O)c(C=NCCc2ccccc2)c(=O)[nH]c1=S (configuration not stated)	-25%	.	.	-13%	4%	7%	-14%[9.22 µM]	-8%[10 µM]
CN(C)C1C(=O)C(C(N)=O)C(=O)C2(O)C(=O)C3C(=O)c4c(O)cccc4C(C)(O)C3C(O)C12 (configuration not stated)	?	.	-10%	4.5µM*	20µM*	.	-11%	-22%
COc1ccc(OCC(=O)N2CCN(CC3CC4C=CC3C4)CC2)cc1 (configuration not stated)	-3%	-7%	-11%	-8%	3%	?	22%	-16%
Cc1cc(C(=O)Cn2nnc(-c3ccc(Cl)cc3)n2)c(C)n1-c1ccccc1	-17%	-52%[inhibitor]	-3%	-12%	4%	-23%	-3%	17%[1.9 µM]
CCOc1cc(-c2c(C#N)c(=O)[nH]c3c2c(C)nn3-c2ccc(F)cc2)ccc1O	0%	-1%	?	2%	2%	?	13µM*	1%
c1ccc2sc(SNC3CCCCC3)nc2c1	-9%	.	0.79µM*	-14%	2%	.	5%	-37%[inhibitor]
CN(C)C(=O)Oc1ccc2ccccc2c1Cl	-9%	-24%	8%	-16%	-1%	11%	0%	6%
Cc1ccsc1C(=O)C1CCCN(Cc2cn(C)nc2C)C1 (configuration not stated)	2%	.	-19%	-5%	-6%	0%	4%	-49%[inhibitor]
N#CC(C#N)=Cc1ccc(-c2ccccc2)o1	-7%	-14%	?	?	-6%	6%	25%	?
CC1(C)CN=C(Nc2ccc(F)c(F)c2)S1	-7%	-6%	-4%	-3%	-3%	2%	-20%	-9%
CCCCn1c(O)c(C=NCCCN(CC)CC)c(=O)[nH]c1=O	-6%	-1%	10%	-7%	-8%	4%	13%	2%[0.074 µM]
Cc1ccc(N2C(=O)NC(=O)/C(=C/c3cnc(-c4ccccc4)nc3)C2=O)cc1C	-23%	1%	?	16µM*	?	13µM*	12%	.
Cc1ccccc1NC1(C#N)CCCCC1	-5%	0%	10%	-2%	-9%	2%	6%	-3%[10 µM]
Cc1cc(OCCCC(=O)NCc2cccs2)ccc1Cl	-22%	-4%	11%	-10%	-13%	14%	-3%	9%[10 µM]
O=C1C2CCCN2C(c2ccc(Cl)c(Cl)c2)N1c1ccccn1 (configuration not stated)	-7%	-8%	?	-5%	-1%	5%	-11%	-10%[10 µM]
CC(C)(C)c1ccc(C(=O)NC(=S)Nn2cnnc2)cc1	-7%	.	9.5µM*	-9%	-4%	2%	-2%	-16%[10 µM]
Cc1ccc(-n2c(=O)c3ccc(C(=O)NCc4ccccc4Cl)cc3n(CC(=O)Nc3cccc(Cl)c3)c2=O)cc1	-13%	?	.	10%	?	.	.	.
O=C(CNC(=O)OCc1ccccc1)Nc1ccc(Br)cc1C(=O)c1ccccc1Cl	-14%	-13%	8%	-6%	-1%	-17%	0%	20%[10 µM]
COc1ccc(/C=C/c2nc(-c3ccccc3O)n(-c3ccccc3)n2)cc1OC	?	-9%	.	-15%	?	.	.	.
CN1C(=O)C(=Cc2ccc(OCCN(C)c3ccccn3)cc2)C(=O)N(C)C1=O	-20%	-3%	7.9µM*	?	?	?	6%	6%[10 µM]
Cn1c(O)c(C=NCCOc2ccc(Cl)cc2)c(=O)n(C)c1=O	-3%	-15%	-3%	-4%	-4%	2%	-3%	-2%
C[C@@]12CCC(OS(=O)(=O)O)C[C@@H]1CCC1C2CC[C@]2(C)C(=O)CCC12 (some centres not stated)	-1%	-9%	15%	-6%	4%	-2%	.	.
Cc1nc2c(c(=O)[nH]1)C(c1ccccc1Cl)c1c(c3ccccc3oc1=O)O2 (configuration not stated)	8%	.	.	2%	12%	6%	-14%[9.22 µM]	-2%[10 µM]
O=c1c(C=Nc2cccnc2Cl)c(O)n(CCCCl)c(=O)n1C1CCCCC1	-10%	-4%	?	-13%	4%	1%	12%	12%[10 µM]

Record cards (already shown).
Shown for CN(C)C(=O)Oc1ccc2ccccc2c1Cl = Tau fluor counter = -9%; SMN2 splice up = -24%; ALDH1A1 inh = 8%; Tau ThT inhib = -16%; Tau FP inhib = -1%; KDM4E inh = 11%; HttQ103 aggreg = 0%; HTT ATP protect = 6%
Shown for Cc1cc(OCCCC(=O)NCc2cccs2)ccc1Cl = Tau fluor counter = -22%; SMN2 splice up = -4%; ALDH1A1 inh = 11%; Tau ThT inhib = -10%; Tau FP inhib = -13%; KDM4E inh = 14%; HttQ103 aggreg = -3%; HTT ATP protect = 9%[10 µM]
Shown for O=C(c1ccc(CNS(=O)(=O)c2ccccc2)cc1)N1CCC2(CC1)OCCO2 = Tau fluor counter = -14%; SMN2 splice up = -38%[inhibitor]; ALDH1A1 inh = 8.9µM*; Tau ThT inhib = ?; Tau FP inhib = 3%; KDM4E inh = -7%; HttQ103 aggreg = ?; HTT ATP protect = -38%

Other compounds:
SMILES	Tau fluor counter	SMN2 splice up	ALDH1A1 inh	Tau ThT inhib	Tau FP inhib	KDM4E inh	HttQ103 aggreg	HTT ATP protect
C[C@H]1O[C@@H](O[C@H]2[C@@H](O)C[C@H](O[C@H]3[C@@H](O)C[C@H](O[C@H]4CC[C@]5(C)C6CC[C@]7(C)[C@@H](C8=CC(=O)OC8)CC[C@]7(O)C6CC[C@@H]5C4)O[C@@H]3C)O[C@@H]2C)C[C@H](O)[C@@H]1O (some centres not stated)	-1%	.	3%	?	4%	2%	.	?
CCOP(=O)(Cc1cc(C#N)oc1C)OCC	13%	16%	4%	10%	3%	-5%	2%	.
O=C1C=C2C=CC3C[C@@]2(O1)C1CCCCN31 (some centres not stated)	-18%	-103%[inhibitor]	-10%	?	-3%	-16%	.	1.6µM*
O=C1NC(=S)NC(=O)C12C(c1ccccc1)NC(=S)NC2c1ccccc1 (configuration not stated)	-7%	5%	-8%	?	1%	-1%	-8%	.
CC(C)Cc1[nH]c(=O)c(C#N)c2c1CCC2	1%	-1%	?	-3%	6%	?	6%	-3%
CN(C)C1C(=O)C(C(N)=O)=C(O)[C@@]2(O)C(=O)C3=C(O)c4c(O)cccc4[C@](C)(O)C3C(O)C12 (some centres not stated)	?	-5%	-7%	?	?	8.9µM*	.	6%

From PubChem
